HGIII-sPLA2 inh – Inhibits HGIII-sPLA2 liposome hydrolysis, primary screen | Q9NZ20 | QFRET BODIPY PC-A2 liposome hydrolysis, fluorescence | inhibition, % at 12.2 µM | 0.56% of 370,000 active | AID 743126;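 active = inhibition above mean plus 3 SD of compounds lying within the high and low control bounds, cut at about 19% in these data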;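 also: 0% = median of test compound wells and 100% = no enzyme DMSO wells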
ssDAF12 agonist – activators of S. stercoralis DAF-12 nuclear receptor. activation, % at 6.8 µM. 1% of 370,000 active. HEK293 ssDAF-12/GRIP1 lit1-tk-luc reporter, luminescence; % of 3 µM dafachronic acid response. AID 652126;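 active = activation above the mean over all tested compounds plus 3 SD, cut at about 0.9% in these data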;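 also: 0% = DMSO-only wells and 100% = 3 µM delta7-dafachronic acid wells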
FXN GAA850 act – frataxin GAA850 promoter activation; 0.56% of 360,000 active; AID 540364; activation, % at 6 µM; HEK293 lucGAA850 FXN promoter luciferase reporter, 24 h; percent of 10 µM SAHA response;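 active = activation above the average of all compounds screened plus 3 SD, cutoff fixed separately per campaign, cut at about 7.5% in these data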;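 also: 0% = DMSO wells and 100% = 10 µM SAHA wells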
hgDAF-12 ag – activates the H. glycines DAF-12 receptor ligand-binding domain. HEK293 GAL4-hgDAF12 UAS-luciferase reporter, agonist luminescence; normalized to butyrate control. activation, % at 6.8 µM. 1.8% of 370,000 active. AID 687014;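 active = activation above a cutoff set at the mean of all screened compounds plus 3 SD, cut at about 10% in these data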;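 also: 0% = DMSO wells and 100% = sodium butyrate wells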
DAX1 inh-1 – inhibits human nuclear receptor DAX1; P51843; HEK293 Gal4-DAX1 luciferase reporter, luminescence; inhibition, % at 6.75 µM; 0.99% of 340,000 active; AID 504766;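 active = inhibition above the mean over all tested compounds plus 3 SD, cut at about 4.2% in these data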;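 also: 0% = DAX1-transfected cells with DMSO and 100% = empty-vector control cells with DMSO; inhibition shows as a rise in luminescence from relieved DAX1 repression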
DAX1 inh-2 – DAX1 (NR0B1) inhibition, primary screen. HEK293T StAR-luciferase reporter, SF-1/DAX-1 repression relief. inhibition, % at 6.8 µM. 1.1% of 370,000 active. AID 652010;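 active = inhibition above the mean over all tested compounds plus 3 SD, cut at about 3.6% in these data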;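 also: 0% = DAX-1 cells with DMSO and 100% = cells lacking DAX-1 with DMSO; higher inhibition means more luminescence from relief of DAX-1 repression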
SMARCA2 act – SMARCA2 function activation, primary screen | MG213 cells, MMTV-luciferase reporter, dexamethasone, overnight | activation, % at 9.1 µM | 1% of 370,000 active | AID 652017; in the data active = activation above about 7.8%;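 also: 0% = vehicle wells and 100% = reference activator wells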
ADAM10 inh – ADAM10 inhibition, QFRET primary screen. O14672. recombinant ADAM10, EDANS/DABCYL FRET peptide cleavage, 3 h. inhibition, % at 7 µM. 0.62% of 370,000 active;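 active = inhibition above a per-campaign cutoff equal to the mean of compounds falling between control-based bounds plus 3 SD, cut at about 20% in these data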;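 also: 0% = DMSO wells while the 100% control is not disclosed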
hcDAF12 agonist – H. contortus DAF-12 activation, primary screen; HEK293 hcDAF-12 lit1-tk-luc reporter, luminescence; 0% DMSO, 100% Δ7-dafachronic acid; activation, % at 6.8 µM; 1.4% of 370,000 active;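 active = activation above the mean of all tested compounds plus 3 SD, cut at about 5.5% in these data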;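 also: 100% = response to 3 µM Δ7-dafachronic acid high control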
GC-A act – GC-A (human) enzyme activation. P16066. HEK293 GC-A cells, cGMP TR-FRET, EC30 ANP; 0% at EC30 ANP, 100% saturating ANP. activation, % at 10 µM. 0.14% of 370,000 active; in the data active = activation above about 40%
Target sequence (P16066 whole entry, looked up): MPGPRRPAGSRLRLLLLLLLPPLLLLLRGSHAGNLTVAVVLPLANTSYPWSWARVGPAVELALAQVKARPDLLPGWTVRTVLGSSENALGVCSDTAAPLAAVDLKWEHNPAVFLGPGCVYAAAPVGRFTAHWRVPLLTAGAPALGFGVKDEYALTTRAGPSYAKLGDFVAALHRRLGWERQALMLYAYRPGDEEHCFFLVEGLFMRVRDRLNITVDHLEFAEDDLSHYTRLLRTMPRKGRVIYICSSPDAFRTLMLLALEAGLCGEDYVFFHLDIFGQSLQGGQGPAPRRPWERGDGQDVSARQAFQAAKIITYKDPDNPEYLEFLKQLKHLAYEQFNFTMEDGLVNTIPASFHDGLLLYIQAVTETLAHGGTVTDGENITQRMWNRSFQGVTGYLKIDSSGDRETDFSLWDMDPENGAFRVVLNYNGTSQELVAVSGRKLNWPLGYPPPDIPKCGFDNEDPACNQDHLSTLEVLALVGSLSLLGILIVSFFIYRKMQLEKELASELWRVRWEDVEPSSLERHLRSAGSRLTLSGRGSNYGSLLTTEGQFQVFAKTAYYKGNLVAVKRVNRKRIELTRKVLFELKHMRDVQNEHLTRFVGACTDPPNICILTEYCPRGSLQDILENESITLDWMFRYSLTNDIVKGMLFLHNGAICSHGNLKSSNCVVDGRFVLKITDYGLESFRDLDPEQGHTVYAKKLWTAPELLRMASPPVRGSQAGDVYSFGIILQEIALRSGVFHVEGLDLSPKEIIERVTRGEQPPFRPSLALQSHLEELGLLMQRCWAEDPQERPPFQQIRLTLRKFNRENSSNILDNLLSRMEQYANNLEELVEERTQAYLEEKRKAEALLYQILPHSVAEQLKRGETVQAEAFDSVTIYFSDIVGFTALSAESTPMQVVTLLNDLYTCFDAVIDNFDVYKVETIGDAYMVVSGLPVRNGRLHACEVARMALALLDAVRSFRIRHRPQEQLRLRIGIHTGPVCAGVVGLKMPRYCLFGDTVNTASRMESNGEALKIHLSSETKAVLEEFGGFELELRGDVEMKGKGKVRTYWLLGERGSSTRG
GC-B act – GC-B (human) receptor activation; HEK293-GC-B cells, CNP EC30, cGMP TR-FRET; 0% at EC30 CNP, 100% saturating CNP; activation, % at 10 µM; 0.11% of 370,000 active;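 active = activation at 10 µM reaching about 35% in either raw or pattern-adjusted values, limit read from the data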
* marks the source's active call; other numbers are inactive results; nt = no result given; & = joins results of further samples. This is a subset (hit frequency here may not be typical).

SMILES	HGIII-sPLA2 inh	ssDAF12 agonist	FXN GAA850 act	hgDAF-12 ag	DAX1 inh-1	DAX1 inh-2	SMARCA2 act	ADAM10 inh	hcDAF12 agonist	GC-A act	GC-B act
COC(=O)C1=C(c2cccc(OC)c2OC)C[C@@H]2CC[C@H]1N2C(=O)NCC1CC1	6	-1.0	0.7	-0.5	0.3	0.0	2	1	-1.0	0	3
COc1cc(O)cc2c1cc([N+](=O)[O-])c1c(C(=O)O)cc3c(c12)OCO3	-6	-1.0	2.5	0.9	1.5	0.3	1	-31	1.2	-4	7
CN1CCN(CCOC2c3ccccc3CSc3ccc(Cl)cc32)CC1 (stereo not drawn)	-27	-1.3	3.1	0.4	-0.5	0.5	-2	7	-2.7	-39	-20
CCOP(=O)(OCC)C(NC(=O)c1cccc2ccccc12)C(Cl)(Cl)Cl (stereo not drawn)	-5	-1.6	-1.4	2.3	-0.3	-0.6	-3	6	1.5	-3	8
CCOC(=O)C1(c2ccccc2)Oc2ccccc2C(c2ccc(OC)cc2)=C1C(=O)OC (stereo not drawn)	-9	-0.8	-1.0	-2.8	3.0	-0.7	-3	10	0.6	-5	-3
O=C1NC(=O)N(Cc2ccco2)C(=O)/C1=C\c1ccc(-c2ccc(F)cc2)o1	-8	-1.4	2.8	1.4	nt	-0.4	-1	-7	-1.1	49*	11
Cc1onc(-c2c(Cl)cccc2Cl)c1/C(N)=N/OC(=O)N(C)C	1	-1.3	1.6	-1.8	0.4	-0.5	-4	-2	2.3	4	3
CC(C)(C)n1nnnc1C(c1ccccc1)N1CCC2(CC1)C(=O)NCN2c1ccccc1 (stereo not drawn)	-1	-1.7	nt	2.3	nt	-0.3	3	4	-1.0	-10	-11
O=C(O)c1ccc(/C=C/c2nc3ccccc3c(=O)n2-c2ccc(Br)cc2)cc1	-5	-1.1	-2.2	2.1	-0.8	-0.5	2	-2	-1.0	1	2
CC=C(C)C1(CCC)C(=O)NC(=S)NC1=O	1	-1.4	-1.0	0.6	-0.3	-0.2	3	-4	-0.4	1	1
Cc1cccc(N/N=C/c2c(O)[nH]c(=S)[nH]c2=O)c1	1	-1.1	-0.4	1.2	0.3	-0.4	1	7	-1.1	-6	-1
CCOC(=O)C1=C(N)OC2=C(C(=O)CCC2)C12C(=O)Nc1ccccc12 (stereo not drawn)	0	0.0	1.1	0.3	0.5	0.1	1	-4	1.7	-1	-4
Cc1ccc(-n2c(C)nc3cc(Cl)ccc3c2=O)nc1	0	-0.4	0.7	10	0.8	0.6	1	-3	2.0	5	0
Oc1ccc2c3c1O[C@H]1c4oc5ccccc5c4C[C@@]4(O)[C@@H](C2)N(CC2CC2)CC[C@]314	-46	-0.6	-1.1	-3.6	-0.6	0.0	-3	14	-2.3	-13	-6
CCCCCOc1ccc(C)cc1CN(CCCl)CCCl	-6	-1.5	nt	-2.4	nt	0.4	-3	4	-0.8	-11	-13
COC(=O)C1=C(c2ccc(S(C)(=O)=O)cc2)C[C@@H]2CC[C@H]1N2C(=O)NC1CCCCC1	5	-1.0	0.7	-0.2	0.1	0.2	1	5	0.6	1	0
C[C@H]1CN([C@@H](C)CO)C(=O)CCCn2cc(nn2)CO[C@@H]1CN(C)C(=O)Oc1cccc2ccccc12	3	-0.5	nt	2.9	nt	0.3	3	-4	-1.8	3	4
CCCOC(=O)COc1cc(C)cc2oc(=O)c3c(c12)CCC3	6	-1.2	-1.4	8.8	3.0	-1.6	2	-73	-0.6	1	5
O=C(c1cc2cc(Cl)ccc2[nH]1)N1CCC2(CC1)OCCO2	-3	0.6	3.7	5.5	0.5	4.6*	4	1	6.4*	0	-3
O=C(c1cccnc1)C1CCCN(Cc2nc(-c3cnccn3)no2)C1 (stereo not drawn)	2	-1.2	-0.9	-0.5	0.7	0.1	4	-1	-0.3	0	3
NNC(=O)c1ccc(Cl)cc1	-1	-0.3	-0.6	2.9	-0.2	-0.2	4	2	-0.2	7	5
CC(C)CC(=O)NC(Oc1ccc(Cl)cc1)C(Cl)(Cl)Cl (stereo not drawn)	5	-1.5	0.4	0.8	0.5	0.3	4	3	-1.6	-7	-11
Cc1nn(CC(C)C)c(Cl)c1C(=O)NC1CCCC1	4	-0.1	0.2	-2.3	1.1	0.3	-1	-7	2.7	4	-2
Clc1ccc(COC(Cn2ccnc2)c2ccc(Cl)cc2Cl)c(Cl)c1 (stereo not drawn)	-27&-21	-1.6&-1.6	-2.6&0.1	-2.4&-3.7	1.3&1.0	-0.5&-1.0	-1&-1	7&9	1.3&-2.3	-15&-6	-12&-6
CSc1ccc(C(=O)C2CCCN(Cc3cc4ccccc4[nH]3)C2)cc1 (stereo not drawn)	-14	0.6	1.8	0.2	0.2	0.2	0	5	6.7*	-2	-7

Going on with the list:
SMILES	HGIII-sPLA2 inh	ssDAF12 agonist	FXN GAA850 act	hgDAF-12 ag	DAX1 inh-1	DAX1 inh-2	SMARCA2 act	ADAM10 inh	hcDAF12 agonist	GC-A act	GC-B act
CCn1c(O)c(C(c2ccccn2)c2c(O)n(CC)c(=S)[nH]c2=O)c(=O)[nH]c1=S	-2	-1.6	0.6	1.9	-0.1	0.8	2	-12	1.5	9	4
Cc1cccc(C)c1-n1nnnc1C(CCc1ccccc1)N1CCC2(CC1)C(=O)NCN2c1ccccc1 (stereo not drawn)	-5	-0.7	nt	0.0	nt	0.5	4	-7	-0.2	-3	-4
O=C(COc1ccccc1)NCCc1cnc[nH]1	6	-1.3	1.1	1.1	-0.9	-0.5	1	2	-1.2	3	0
O=C1CC(=O)N(c2cccc(Br)c2)C(=O)N1	5	-0.5	1.1	0.7	0.1	-0.1	-3	-4	-0.3	4	1
CC(=NCc1ccc2c(c1)OCO2)c1c(O)n(Cc2ccccc2)c(=O)[nH]c1=O	-8	-1.8	2.5	0.6	1.2	-0.9	5	-7	-0.1	9	6
CN(c1ccccc1)P(=O)(N1CC1)N1CC1	5	-0.3	-1.6	0.5	0.5	-0.3	-1	-12	0.1	3	-4
N=C1SCC(=O)N1Cc1ccccc1	7	-1.0	0.5	4.2	nt	0.3	-3	-5	-0.1	2	8
CCc1sc(C(=O)N2CCC3(CC2)OCCO3)cc1Br	-5	-1.0	-2.5	0.6	-0.7	-0.3	0	-3	0.0	2	1
CCCCOC1OCN(C2CCCCC2)CC1(C)C (stereo not drawn)	-6	-1.4	-0.9	-2.7	1.8	-0.2	0	-4	-0.1	-2	2
CSc1ccc(CNC(C)C(O)c2ccccc2)cc1 (stereo not drawn)	2	-1.4	3.0	-6.1	-0.4	-2.1	2	-6	-3.3	-10	-8
O=c1[nH]c(=S)n(C2CC2)c(O)c1C=NCCc1ccccc1	5	-1.4	nt	0.2	nt	0.3	3	3	-0.4	0	-4
CCN1C[C@]2(OC(=O)c3ccccc3NC(C)=O)CCC(OC)C34C5C[C@H]6C(OC)[C@]5(O)[C@](O)(C[C@@H]6OC)C(C[C@@H]32)[C@H]14 (stereo partly drawn)	5	-1.5	1.4	1.7	1.4	0.1	-1	-12	1.0	3	4
O=C1NC(=S)NC(=O)C1=Cc1ccc(OCC(=O)N2CCCC2)cc1	2	-0.5	-0.6	1.9	0.0	-1.5	-1	3	1.3	1	1
CC(C)N=C(NC(C)C)N1CC1	-1	-0.9	0.2	0.4	0.3	0.1	2	-3	-1.9	1	2
CNCC(O)c1ccc(O)cc1 (stereo not drawn)	-3	-1.7	0.0	1.1	nt	0.5	-4	7	-3.4	3	1
COc1ccc(N2C(=O)/C(=C/c3ccc(N(C)C)o3)C(=O)NC2=S)cc1	-2	-0.7	-0.2	-2.7	-0.6	0.2	-3	0	0.1	-4	-2
CCN1CC2([N+](=O)[O-])CC=C(Cl)C([N+](=O)[O-])(C1)C2 (stereo not drawn)	2	-1.7	-1.3	-0.2	-0.5	0.8	-1	0	-0.8	1	-2
O=C1OCc2cc(N=Nc3c(O)[nH]c(=O)[nH]c3=O)ccc21	3	-0.3	1.1	-1.4	3.0	0.9	-2	9	0.9	0	2
O=c1[nH]c2ccccc2n1C1CCN(C(c2nnnn2Cc2ccccc2)C2CC2)CC1 (stereo not drawn)	-2	-2.2	nt	-8.7	nt	-5.0	-4	5	-3.6	-3	2
COc1ccc(N2C(=O)CC(=O)NC2=O)cc1	-7	-1.1	-0.9	2.2	-0.6	0.2	0	-9	0.0	6	9
CCN(CC)CC(=O)Nc1ccc(Cl)cc1C(=O)c1ccccc1	-7	-1.3	-0.1	0.3	0.1	-0.9	-2	6	-0.1	-2	2
CC(C)c1ccc(-n2c(O)c(/C=N/N3CCOCC3)c(=O)[nH]c2=S)cc1	1	-0.6	0.4	2.7	2.7	-0.1	-1	6	0.5	-3	0
Nc1ccc([As](=O)(O)O)cc1	-2	-1.2	1.4	-1.0	1.6	-0.8	3	-4	-1.7	2	-1
CCc1c(C)nc(N)nc1N1N=C1SC(C(C)=O)C(C)=O	5	-1.9	-1.0	-1.6	1.0	0.2	0	-2	-0.3	1	1
O=C(N/N=C/c1c(O)n(CCC2=CCCCC2)c(=O)[nH]c1=O)c1ccccc1	-8	-0.1	6.2	6.5	0.4	1.7	3	-90	2.2	1	3

Continuation.
SMILES	HGIII-sPLA2 inh	ssDAF12 agonist	FXN GAA850 act	hgDAF-12 ag	DAX1 inh-1	DAX1 inh-2	SMARCA2 act	ADAM10 inh	hcDAF12 agonist	GC-A act	GC-B act
CCc1ccc(OCC(=O)N2CCN(CC(=O)Nc3ccccc3Cl)CC2)cc1	-6	-1.2	-0.4	0.7	0.1	0.2	0	-6	-0.7	-1	-3
COC(=O)c1ccccc1-n1c(C)nc2ccccc2c1=O	5	-1.1	1.7	-1.7	1.1	-0.5	-1	4	-1.9	1	1
Cc1nn(Cc2ccccc2)c(Cl)c1C(=O)OCC(=O)N1CCCC1	3	-1.5	-1.5	-1.8	-0.3	-0.1	2	4	-1.2	6	5
CC(=O)OCC[N+](C)(C)C	3&9&-3	-1.3&-1.5&-0.7	-0.4&1.3&-0.8	-1.1&0.2&0.7	0.8&-0.1&0.1	0.6&-0.7&0.0	7&2&4	-7&-3&-2	1.8&-2.9&2.5	-9&-12&-10	-12&-13&-15
CCOC(=O)C1=C(N)OC2=C(C(=O)CCC2)C12C(=O)N1c3c(ccc(C)c32)C(C)=CC1(C)C (stereo not drawn)	-2	-1.1	-1.6	2.7	0.2	-0.3	-2	0	-0.2	-31	-14
CCN(C=C1CC2C3CC=C4CC(O)CCC4(C)C3CCC2(C)C1=O)CC (stereo not drawn)	3	-1.5	1.6	-2.4	0.4	-0.1	-4	-21	1.3	-6	-2
O=C(c1cc2cc(Br)ccc2[nH]1)N1CCC2(CC1)OCCO2	-2	-0.1	2.5	3.2	0.3	0.3	-1	-2	7.6*	-2	4
O=c1c2ccccc2[nH]c(=S)n1-c1ccc2c(c1)OCCO2	5	-0.8	2.6	6.3	0.2	1.6	3	9	1.5	4	2
CCCCn1c(O)c(C(C)=NCCc2c[nH]c3ccccc23)c(=O)[nH]c1=O	-100	-1.0	-3.0	-2.5	3.2	-1.3	0	4	-1.7	-1	0
Cc1ccccc1-n1c(O)c(/C=N/NC(=O)c2ccccc2O)c(=O)[nH]c1=S	-3	-1.5	0.2	2.4	-0.9	0.7	-1	-19	-0.1	-1	3
CCCCCCCCC(=O)NCc1ccc(O)c(OC)c1	-8	-1.1	0.5	8.0	-0.1	-0.9	-4	1	1.8	3	8

High-throughput results (PubChem)
